Artemis inh: blocks endonuclease activity of human Artemis. Q96SD1. recombinant Artemis, quenched FAM hairpin cleavage fluorescence. inhibition, % at 10 µM. 30,000 tested, 0.78% active. AID 686954;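 active = at 10 µM dose, at least 30% inhibition, measured as corrected fluorescence normalized to stimulator and neutral control wells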
Target sequence (Q96SD1 whole entry, looked up): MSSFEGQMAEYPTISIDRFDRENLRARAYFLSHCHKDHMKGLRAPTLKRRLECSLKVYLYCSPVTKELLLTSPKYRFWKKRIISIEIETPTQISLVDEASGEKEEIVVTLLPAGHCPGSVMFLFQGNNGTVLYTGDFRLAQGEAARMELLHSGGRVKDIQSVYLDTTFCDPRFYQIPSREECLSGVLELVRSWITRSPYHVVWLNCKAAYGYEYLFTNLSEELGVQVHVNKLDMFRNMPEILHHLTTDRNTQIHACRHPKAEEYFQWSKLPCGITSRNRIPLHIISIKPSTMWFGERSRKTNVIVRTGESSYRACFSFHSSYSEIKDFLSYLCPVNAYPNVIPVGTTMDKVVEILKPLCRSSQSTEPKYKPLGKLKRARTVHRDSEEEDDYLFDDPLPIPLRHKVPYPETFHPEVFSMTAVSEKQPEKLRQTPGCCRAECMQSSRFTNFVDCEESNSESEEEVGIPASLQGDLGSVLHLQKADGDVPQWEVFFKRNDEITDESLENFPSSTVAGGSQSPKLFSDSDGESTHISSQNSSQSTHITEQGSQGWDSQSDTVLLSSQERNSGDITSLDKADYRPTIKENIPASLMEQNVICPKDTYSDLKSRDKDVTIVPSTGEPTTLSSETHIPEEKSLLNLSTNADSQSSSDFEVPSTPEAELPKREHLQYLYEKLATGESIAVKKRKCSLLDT
An asterisk follows results filed as active.

Sample of the layout (22 entries):
SMILES	Artemis inh
N#CC1=C(N)Oc2cc(O)ccc2C1C1CCCCC1 (stereo unspecified)	-1
COc1ccccc1C(=O)NCC(=O)OC(C)C(=O)NC(=O)NC1CCCCC1 (stereo unspecified)	0
Cc1c(C(=O)OC(C)C)sc(NC(=O)c2cccnc2)c1C#N	9
Cc1ccc2c(c1)c1ncnc(N3CCN(c4ccccc4)CC3)c1n2C	19
O=C(CC(=O)NC1CCCCC1)N/N=C/c1ccc(Cl)cc1	7
CC(C)C(c1nnnn1Cc1ccccc1)N1CCN(Cc2ccc3c(c2)OCO3)CC1 (stereo unspecified)	6
COc1cccc(OC)c1OCC(O)CN1CCN(c2ccccc2)CC1 (stereo unspecified)	-7
N#Cc1nc(COc2cccc(Cl)c2)oc1NCc1ccncc1	9
O=C(CSc1nnnn1-c1ccccc1)Nc1nsc(-c2ccc(Cl)cc2)n1	20
CCOC(=O)C1CCN(C(=O)c2cc(S(=O)(=O)N3CCOCC3)c(Cl)cc2Cl)CC1	-3
O=C1c2ccccc2C(=O)N1CC1CCCO1 (stereo unspecified)	-1
CCC(=O)N1CCN(c2c(Cl)cccc2[N+](=O)[O-])CC1	-15
CC(NC(=O)Cn1cnc2c1c(=O)n(C)c(=O)n2C)c1ccccc1 (stereo unspecified)	-2
COc1ccc(C(=O)c2c[nH]c3ccccc23)cc1	10
CC1C/C(=N/N=C2/NC(=O)CS2)CC(C)(C)C1 (stereo unspecified)	-8
Cc1cccc(N2CCN(Cc3oc(CO)cc(=O)c3O)CC2)c1C	-2
COc1ccc(N2CC(C)Cn3c2nc2c3c(=O)[nH]c(=O)n2C)cc1 (stereo unspecified)	0
C=COCCNC(=O)C(=O)NC(C)C	-8
CCC(c1nnnn1CCc1ccccc1)N(Cc1ccco1)Cc1cc2cc(C)cc(C)c2[nH]c1=O (stereo unspecified)	-9
C=CCn1c(=O)c2ccccc2n2c(SCc3cc(=O)n4ccsc4n3)nnc12	-1
CC(c1ccccc1)N1CNc2c(c(=O)n(C)c(=O)n2C)C1 (stereo unspecified)	14
CCSc1ncc(Cl)c(C(=O)N(Cc2ccc(N(C)C)cc2)C2CCS(=O)(=O)C2)n1 (stereo unspecified)	-3

The list itself (from the top)
SMILES	Artemis inh
N#CC1=C(N)Oc2cc(O)ccc2C1C1CCCCC1 (stereo unspecified)	-1
COc1ccccc1C(=O)NCC(=O)OC(C)C(=O)NC(=O)NC1CCCCC1 (stereo unspecified)	0
Cc1c(C(=O)OC(C)C)sc(NC(=O)c2cccnc2)c1C#N	9
Cc1ccc2c(c1)c1ncnc(N3CCN(c4ccccc4)CC3)c1n2C	19
O=C(CC(=O)NC1CCCCC1)N/N=C/c1ccc(Cl)cc1	7
CC(C)C(c1nnnn1Cc1ccccc1)N1CCN(Cc2ccc3c(c2)OCO3)CC1 (stereo unspecified)	6
COc1cccc(OC)c1OCC(O)CN1CCN(c2ccccc2)CC1 (stereo unspecified)	-7
N#Cc1nc(COc2cccc(Cl)c2)oc1NCc1ccncc1	9
O=C(CSc1nnnn1-c1ccccc1)Nc1nsc(-c2ccc(Cl)cc2)n1	20
CCOC(=O)C1CCN(C(=O)c2cc(S(=O)(=O)N3CCOCC3)c(Cl)cc2Cl)CC1	-3
O=C1c2ccccc2C(=O)N1CC1CCCO1 (stereo unspecified)	-1
CCC(=O)N1CCN(c2c(Cl)cccc2[N+](=O)[O-])CC1	-15
CC(NC(=O)Cn1cnc2c1c(=O)n(C)c(=O)n2C)c1ccccc1 (stereo unspecified)	-2
COc1ccc(C(=O)c2c[nH]c3ccccc23)cc1	10
CC1C/C(=N/N=C2/NC(=O)CS2)CC(C)(C)C1 (stereo unspecified)	-8
Cc1cccc(N2CCN(Cc3oc(CO)cc(=O)c3O)CC2)c1C	-2
COc1ccc(N2CC(C)Cn3c2nc2c3c(=O)[nH]c(=O)n2C)cc1 (stereo unspecified)	0
C=COCCNC(=O)C(=O)NC(C)C	-8
CCC(c1nnnn1CCc1ccccc1)N(Cc1ccco1)Cc1cc2cc(C)cc(C)c2[nH]c1=O (stereo unspecified)	-9
C=CCn1c(=O)c2ccccc2n2c(SCc3cc(=O)n4ccsc4n3)nnc12	-1
CC(c1ccccc1)N1CNc2c(c(=O)n(C)c(=O)n2C)C1 (stereo unspecified)	14
CCSc1ncc(Cl)c(C(=O)N(Cc2ccc(N(C)C)cc2)C2CCS(=O)(=O)C2)n1 (stereo unspecified)	-3
Cc1ccc(C(CC(=O)O)Nc2nc(N3CCCCC3)nc(N3CCCCC3)n2)cc1 (stereo unspecified)	17
CN(C)S(=O)(=O)c1cc([N+](=O)[O-])ccc1N1CCCCCC1	-4
COCCN(Cc1ccccc1)P(=O)(O)c1ccccc1OCC(=O)O	6
CN1CCN(C(=O)C2C3C=CC(C3)C2C(=O)O)CC1 (stereo unspecified)	0
CCNc1nc(Oc2ccc(=O)n(-c3ccccc3)n2)nc(N2CCOCC2)n1	9
CN1CCc2nc(SCC(=O)Nc3ccc(Cl)cc3)c(C#N)cc2C1	14
CCOc1nc(Nc2ccc(F)cc2)nc(N2CCN(c3ccc(OC)cc3)CC2)n1	1
COc1ccc(OC)c(C2=C[N+](=O)C(C)(C)C(C)(C)N2[O-])c1	-8
CCCSc1nc2sc3c(c2c(=O)[nH]1)CCN(Cc1ccccc1)C3	21
COc1cccc(C2(CSc3nnc(-c4cc(OC)c(OC)c(OC)c4)o3)OCCO2)c1	-3
CCCC(=O)OCCNC(=O)c1cc2ccccc2oc1=O	-1
Cc1ccc(SCc2cc(=O)[nH]c(N3CCN(Cc4ccc5c(c4)OCO5)CC3)n2)cc1	-4
CCn1c(SCC(=O)c2ccccc2)nnc1-c1cc2cc(Br)ccc2o1	0
CC(=O)NC(Cc1c[nH]c2ccccc12)C(=O)OCC(=O)Nc1ccc2c(c1)OCO2 (stereo unspecified)	-4
Cc1c(NC(=O)N2CCCCCC2)c(=O)n(-c2ccccc2)n1C	-3
CNc1nc(SCc2ccc(C)cc2)nc2c1CCCC2	-4
O=C(CSC1=NCCS1)N1CCOCC1	3
O=[N+]([O-])c1ccc(Cl)c(/C=N/N2CCN(C3c4ccccc4-c4ccccc43)CC2)c1	-1
CCN(CC)CC(=O)c1c[nH]c2ccc(OC)cc12	-4
NC(=O)C1CNc2ccccc2O1 (stereo unspecified)	3
CC1(C)CC(=O)C(C(=O)/C=C/NCCc2ccccc2)C(=O)C1	1
COc1ccc(CNC(=O)c2c(C)cc(=O)oc2C)cc1OC	-1
Cc1cccc(C(=O)OCc2cc3ccccc3[nH]c2=O)c1	14

Quoted at random: 2 records from the list, in no set order.
SMILES	Artemis inh
COc1ccc(CNC(=O)c2c(C)cc(=O)oc2C)cc1OC	-1
Cc1ccc(SCc2cc(=O)[nH]c(N3CCN(Cc4ccc5c(c4)OCO5)CC3)n2)cc1	-4

(more compounds)
SMILES	Artemis inh
CCCc1nc2ccccc2c(=O)n1/N=C/c1c(C)[nH]n(-c2ccc(C)cc2)c1=O	15
CCN1C(=O)c2cccc3c(S(=O)(=O)NC(Cc4c[nH]c5ccccc45)C(=O)O)ccc1c23 (stereo unspecified)	5
NC(=O)c1cc(N)ccc1N1CCCC1	16
CSc1ccc(C2C(C#N)=C(N)N(c3ccccc3)C3=C2C(=O)CCC3)cc1 (stereo unspecified)	6
Cn1c(=O)[nH]c(=O)c2c1nc(N1CCNCC1)n2Cc1cccc2ccccc12	14
CCCCNC(=O)CN1CCC2(O)CCCCC2C1c1ccccc1OC (stereo unspecified)	-12
COc1ccccc1NC(=O)c1nn(-c2ccccc2)ccc1=O	-4
COC(=O)CSc1snnc1-c1ccc(Cl)cc1Cl	2
CCOC(=O)N1CCN(CC(=O)Nc2ccc(C)c(Br)c2)CC1	1
Cc1cc(=O)n2[nH]c(-c3ccc(Cl)cc3)cc2n1	-1
Cc1ccc(NC2(C#N)C(=O)Nc3ccccc32)cc1 (stereo unspecified)	0
CC(=O)Nc1cccc(OCC(=O)NS(=O)(=O)c2ccc(Cl)cc2)c1	1
COC(=O)c1ccc(Oc2nc(NC(C)C)nc(SC)n2)cc1	-3
CCc1cccc(OCCCCNCCO)c1	6
CCc1ccc(-n2c(SCc3c(C)noc3C)nnc2-c2ccncc2)cc1	1
O=C(Nc1ccccn1)c1ccc(=O)[nH]n1	-2
COc1ccc(CC(=O)Nc2c3c(nn2-c2cccc(C)c2C)CS(=O)C3)cc1OC (stereo unspecified)	-4
COCC(C)OC(=O)C(C#N)c1nc2ccccc2nc1N1CCN(Cc2ccccc2)CC1 (stereo unspecified)	2
Cc1c(NC(=O)CSc2nnc(-c3cccc(Cl)c3)o2)c(=O)n(-c2ccccc2)n1C	-5
O=C1CC(c2ccccc2)c2c(O)cc(O)cc2O1 (stereo unspecified)	-1
Cc1cc(C2(c3ccc(O)c(C)c3)C(=O)Nc3ccccc32)ccc1O	9
CCOC(=O)c1nnn(-c2nonc2-c2ccccc2)c1C	-5
CC(=O)Nc1ccc(Oc2ccc(-c3noc(C)n3)cc2)cc1	-6
COC(=O)c1ccc(CSc2nnc(C)s2)cc1	-1
CN(C)c1cccc(C(=O)NCC2CCCO2)c1 (stereo unspecified)	-6
Cc1cc(C)n(C(=O)c2ccc(C)o2)n1	-4
CCOC(=O)Cc1csc(NC(=O)CSc2ncnc3c2cnn3-c2ccc(OC)cc2)n1	10
CC(NC(=O)Nc1ccccc1O)(C(F)(F)F)C(F)(F)F	11
CCOc1cc(NC(=O)c2ccco2)c(OCC)cc1NC(=O)Cc1cccc(OC)c1	5
Nc1c2c(nc3ccn(Cc4ccccc4)c(=O)c13)CCC2	8
Nc1nc2nccc(-c3ccc(Cl)cc3)n2n1	-5
O=C(NNC(=O)c1cc(OCC(F)(F)F)ccc1OCC(F)(F)F)c1cccc(C(F)(F)F)c1	1
O=C(NNC(=O)c1ccccc1-n1cccc1)c1ccc(Cl)cc1	5
CCCc1sc(N)nc1-c1ccc(C)cc1	9
Cc1[nH]c(=S)[nH]c(=O)c1CCOc1ccccc1	-5
CCOC(=O)c1ccc(N=C2S/C(=C\c3cc(C)n(-c4cccnc4)c3C)C(=O)N2C)cc1	2
CCOC(=O)c1c(N)sc2c1CCC(CC)C2 (stereo unspecified)	1
CCC(NS(=O)(=O)c1ccc(C)cc1)C(=O)Nc1ccc(NC(C)=O)cc1 (stereo unspecified)	-7
CCOc1cc(N2CCOCC2)c(OCC)cc1NC(=O)COC(=O)CCc1c[nH]c2ccccc12	-3
COc1ccc(NC(=O)C2CCN(C(=O)c3cccs3)CC2)cc1	3
COc1ccc(CNC(=O)C2CC(=O)N(c3ccc(OCC(=O)N4C(C)CCCC4C)cc3)C2)cc1 (stereo unspecified)	-8
CC(=O)C1=C(N2CCCCC2)CCC1=O	-3
COC(=O)C1CCCN1C(=O)c1cccs1 (stereo unspecified)	-3
O=C(CCCc1ccccc1)Nc1nncs1	1
O=C(Nc1cccnc1)c1cc2nc(C3CC3)cc(C(F)(F)F)n2n1	0
O=C(Nc1nccs1)C1CCN(S(=O)(=O)c2c(Cl)cccc2Cl)CC1	-4
Cc1cc(C)cc(NC(=O)CSc2nnc(CNC(=O)c3cccs3)o2)c1	-2
CCN(CCNC(=O)C1CCN(S(=O)(=O)c2cccc3nsnc23)CC1)c1ccccc1	12
CCC(=O)Nc1nc(OC)cc(OC)n1	-1
O=C(Nc1ccccc1)NC1(C(=O)NCCCN2CCOCC2)CCCCC1	3
O=C(O)CCCCCN1C(=O)C(=O)/C(=C(/O)c2ccccc2)C1c1ccccc1 (stereo unspecified)	-4
O=C(O)C1C2C=CC(C3CC23)C1C(=O)NCCc1ccccc1 (stereo unspecified)	-1
COc1ccc(-c2nnc3sc(COc4ccc(C)cc4)nn23)cc1	22
N#CC1=C(N)Oc2n[nH]c(-c3cccs3)c2C1C1C=CCCC1 (stereo unspecified)	2
CCCOc1ccc(S(=O)(=O)NCc2ccc(OC)cc2)cc1	11
Cc1cc(NC(=O)c2ccccc2)sc1C	-1
CC(C)(C)OC(=O)N1CCC[C@H]1c1nnc(SCc2c(F)cccc2Cl)o1	-2
CSc1cc(/C=N/O)c(SC)s1	-3
CCc1nccn1S(=O)(=O)c1ccc(C)c(C)c1	-11
CS(=O)(=O)N(CCc1ccccc1)CC(=O)NCc1cccnc1	-8

Going on with the list.
SMILES	Artemis inh
COc1cc(C(=O)NCc2nnc(SCC(=O)Nc3cc(C)cc(C)c3)o2)cc(OC)c1OC	7
Cc1cc(O)cc(O)c1C(=O)Cc1cscn1	-6
CCOC(=O)Cn1nc(/C=C/c2ccccc2)ccc1=O	0
CCC1(CC)C(=O)N=C2c3ccccc3C(=O)N21	-6
Cc1ccc(C)c(N2CCN(C(=O)C3CCCN(S(=O)(=O)c4c(C)[nH]c(=O)[nH]c4=O)C3)CC2)c1 (stereo unspecified)	-3
CCC(=O)NC(=S)Nc1ccccc1F	2
COc1ncnc2c1NC1=C(S2)C(=NCCC(=O)O)CC(C)(C)C1	-12
COc1ccc(OC)c(C2C(C(=O)c3sc(C)nc3C)=C(O)C(=O)N2CCN2CCOCC2)c1 (stereo unspecified)	11
CCOc1ccc(NS(=O)(=O)c2ccc(NC(=S)NC(=O)C(C)C)cc2)cc1	3
CC(=O)COc1ccc2c(C)c(C)c(=O)oc2c1	0
CCOC(=O)CCc1n[nH]c(=O)[nH]c1=O	-3
Cc1ccc(S(=O)(=O)NNC(=O)C(=O)NNc2ccccn2)cc1	8
Cc1cccc(C(=O)NC(=S)Nc2ccc(Cc3ccncc3)cc2)c1	7
O=C1CNC(=O)/C1=C\N1CCN(C(c2ccccc2)c2ccccc2)CC1	0
O=C(CN1CCOCC1)Nc1scc(-c2ccccc2)c1C(=O)N1CCOCC1	-1
CC(=O)N(Cc1ccc(F)cc1)C1=C(NCCc2ccccc2)C(=O)c2ccccc2C1=O	30
Cc1cc(=O)oc2cc(OCC(=O)NCc3ccccn3)ccc12	1
N=c1sccn1CC(=O)Nc1ccc(S(=O)(=O)N2CCOCC2)cc1	10
O=C(NCc1nnc2n1CCCCC2)c1ccc(Cl)cc1Cl	-3
Cc1oc2nc(SCC(=O)NCc3cccnc3)nc(N)c2c1C	3
CN(C)C(=O)NC1CCCCCCCCCCC1	-3
COc1ccc(CNc2nc3c(c(=O)[nH]c(=O)n3C)n2CCCc2ccccc2)cc1	2
Cc1cc(C)cc(NC(=S)NCC2CCCO2)c1 (stereo unspecified)	2
CNC(=S)N1N=C(c2ccc(C)cc2)CC1c1ccc(OC)cc1 (stereo unspecified)	1
COCC(=O)Nc1cc(OC)cc(OC)c1	-1
CC(=O)Nc1cccc(-c2cnc3ccccc3n2)c1	-6

The list is partial; count on the stated rates, not on these rows.
